# Peg3 prom inh: reduces Peg3 promoter-driven luciferase expression in HeLa; HeLa PEG-Prom luciferase reporter, luminescence, overnight; inhibition, % at 20 µM; actives 1.7% (n = 360,000); AID 588405;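 active means inhibition of at least 50% at 20 µM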
# CaV13 FRET inh: Primary screen for inhibitors of IQ motif and Ca2+-dependent inactivation inhibitor domain binding in CACNA1D, Förster resonance energy transfer in living cells, …; HEK cells, CFP/YFP FRET ICDI-IQ, plate reader, 10 min; percent FRET-ratio fall versus neutral wells; inhibition, % at 12.3 µM; actives 0.098% (n = 340,000); AID 743397;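 active means mean replicate inhibition of at least 30% and at least 1% of replicates passing that level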;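 further: 0% = median of the neutral control wells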
# NR2E3 ag-1: human photoreceptor-specific nuclear receptor agonism. Q9Y5X4. CHO-S Gal4-NCOR/VP16-NR2E3 two-hybrid, luciferase. inhibition of corepressor binding, % at 3.98 µM. actives 0.35% (n = 360,000). AID 602229;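 active means inhibition above the mean of all tested compounds plus 3 SD, cut at about 70% in these data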;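 further: 0% = DMSO with NR2E3 transfected cells and 100% = cells lacking NR2E3 construct; higher means lower luciferase signal from less NR2E3 corepressor binding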
# Target sequence (Q9Y5X4 whole entry, looked up, the tested form may be a part): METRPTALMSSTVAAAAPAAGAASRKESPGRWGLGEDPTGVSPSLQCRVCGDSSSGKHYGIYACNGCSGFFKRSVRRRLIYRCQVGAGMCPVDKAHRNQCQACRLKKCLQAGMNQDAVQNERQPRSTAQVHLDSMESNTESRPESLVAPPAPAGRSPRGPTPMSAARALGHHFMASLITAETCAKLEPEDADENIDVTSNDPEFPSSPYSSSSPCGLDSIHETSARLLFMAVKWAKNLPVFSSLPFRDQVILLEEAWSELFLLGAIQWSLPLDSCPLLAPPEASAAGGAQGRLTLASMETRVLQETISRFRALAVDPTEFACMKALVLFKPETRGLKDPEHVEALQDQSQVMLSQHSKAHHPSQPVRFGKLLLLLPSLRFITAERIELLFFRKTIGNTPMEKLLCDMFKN
# PDI inh: inhibitors of human protein disulfide isomerase; inhibition, % at 10 µM; AID 588391; actives 0.052% (n = 350,000); P07237; PDI insulin aggregation turbidity, A650, 90 min;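 active means mean inhibition across replicates of 30% or more, whatever share of single replicates reach that level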;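 further: absorbance from insulin aggregation driven by PDI reduction with DTT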
# Target sequence (P07237 whole entry, looked up): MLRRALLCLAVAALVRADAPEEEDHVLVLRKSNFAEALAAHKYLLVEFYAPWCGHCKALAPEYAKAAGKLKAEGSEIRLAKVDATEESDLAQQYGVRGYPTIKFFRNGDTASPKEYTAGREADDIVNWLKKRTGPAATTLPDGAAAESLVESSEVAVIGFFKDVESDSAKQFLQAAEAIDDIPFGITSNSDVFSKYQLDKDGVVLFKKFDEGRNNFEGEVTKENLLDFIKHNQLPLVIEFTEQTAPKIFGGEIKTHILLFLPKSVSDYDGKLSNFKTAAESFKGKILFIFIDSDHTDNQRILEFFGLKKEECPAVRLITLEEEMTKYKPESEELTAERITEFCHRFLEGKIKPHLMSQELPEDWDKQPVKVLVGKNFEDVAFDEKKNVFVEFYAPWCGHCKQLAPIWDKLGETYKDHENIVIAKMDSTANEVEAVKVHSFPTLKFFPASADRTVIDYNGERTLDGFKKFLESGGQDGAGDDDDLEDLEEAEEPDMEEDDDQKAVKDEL
# Vif inh: inhibitors of HIV Vif | actives 0.35% (n = 340,000) | HEK293T cells, Vif self-association by quenched fluorescence, imaging, 24 h | inhibition, % at 7.49 µM; in the data active means inhibition above about 50%, passing the limit was not always enough; further: some results filed as inactive read as strong as hits
# aDG glyco up: increases alpha dystroglycan glycosylation; Pro5-aDG cells, alpha-DG glycosylation AlphaScreen (IIH6); 0% Pro5, 100% B10-LARGE cell signal; AID 624168; actives 0.22% (n = 360,000); activation, % at 10 µM;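 active means activation of at least 8% versus controls, or a plate z-score of at least 8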;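 further: Pro5 are CHO cells carrying HIG-tagged alpha-DG that lacks glycosylation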
# HIF-2a block: inhibitors of HIF-2a; 786-0 RCC cells HIF-2a reporter, luciferase luminescence, overnight; inhibition, % at 18.8 µM; actives 0.72% (n = 360,000);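 active means inhibition of the luminescence signal of 40% or more relative to plate controls, in a single-dose primary screen at 18.75 µM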
# TRPM1 prom inh: inhibitors of MITF-driven TRPM1 promoter in melanoma cells; SK-MEL-5 TRPM1 promoter luciferase, 24 h; inhibition, % at 12.5 µM; actives 0.83% (n = 330,000); AID 488899;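 active means mean inhibition across replicates of 60% or more, whatever share of single replicates reaches that level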; further: values of inactives mirror those of a sister screen read the other way
# NR2E3 ag-2: NR2E3 (human) agonism | Q9Y5X4 | inhibition of corepressor binding, % at 4.78 µM | actives 0.12% (n = 320,000) | GST-NR2E3/biotin-RetCOR TR-FRET, 1536-well | AID 2300;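 active means percent inhibition above the cutoff of mean plus 3 SD of all tested compounds, set per screening campaign, cut at about 20% in these data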;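 further: 0% = DMSO wells and 100% = biotin wells as full block of FRET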
#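 Test system – NR2E3–RetCOR corepressor complex · Quantity – NR2E3 fusion 1.35 nM · Buffer or medium – Tris pH 7.5 · Incubation – Compound–protein incubation for 5 h at 4 °C · Technique – TR-FRET, Eu(K)-anti-GST donor, streptavidin-D2 acceptor, ex 340, em 617/671 nm · Evaluation – percent inhibition of 671/617 nm emission ratio versus biotin and DMSO controls · Plate – 1536-well format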
# Granule exo inh: blocks lytic granule exocytosis; TALL-104 LAMP-1 surface exposure, flow cytometry; cells stimulated with thapsigargin and PMA; inhibition, % at 10 µM; actives 0.66% (n = 360,000); AID 651702;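 active means inhibition above about 55%, limit read from the data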
# iPSC survival up: enhancers of human iPSC single-cell survival; hiPSC single-cell survival, ATPlite luminescence; 100% = ROCK inhibitor wells, 0% = DMSO; survival enhancement, % at 20 µM; actives 0.044% (n = 360,000); AID 602274; in the data active means survival enhancement above about 18%;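 further: cells exposed to compounds for 16 hours before the ATP read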
# Active calls of the source: *; x = not tested or not shown.
1: COC(=O)c1ccccc1NC(=O)N1CCN(c2ccc(F)cc2)CC1
2: CCOc1cc(/C=N/NC(=O)c2cccc(S(=O)(=O)N3CCCC3)c2)ccc1OCC(=O)N(C)C
3: CCCc1nc2ccccc2c(C(=O)OCC(=O)Nc2ccc(S(=O)(=O)N3CCOCC3)cc2)c1CC
4: OC(c1ccc(Cl)c(F)c1)c1ncc(-c2ccccc2C(F)(F)F)[nH]1 (configuration not stated)
5: Cc1ccc(N(C(=O)NC2CCCCC2)C2=NCCCCC2)cc1
6: CCn1cc(CNC(=O)c2cc(COc3ccc(F)cc3F)on2)cn1
7: Cn1nnnc1SCC(=O)N1CCN(C(c2ccccc2)c2ccccc2)CC1
8: CCOC(=O)C1(Cc2cccc(F)c2)CCN(C(=O)C2CCCO2)CC1 (configuration not stated)
9: CC(C)(C)C(=O)Nc1c2c(nn1-c1ccc(F)cc1)CSC2
10: COc1cc(O)c(NC(C)=O)c2nonc12

compound no.	1	2	3	4	5	6	7	8	9	10
Peg3 prom inh	7	8	34	31	-56	-12	12	11	1	5
CaV13 FRET inh	-8	-7	-5	-9	-3	-4	-3	-5	-13	-10
NR2E3 ag-1	-10	6	-5	-4	-27	-1	-27	-16	-1	-2
PDI inh	-2	2	-1	3	4	-4	-1	-2	8	3
Vif inh	2	1	-2	-5	-4	-12	-20	51*	0	-6
aDG glyco up	-0.3	0.1	0.4	0.0	0.2	0.6	0.2	-0.2	0.9	-0.4
HIF-2a block	-3	6	2	3	-72	-55	11	8	2	-4
TRPM1 prom inh	5	-1	11	x	3	-1	3	-10	2	-12
NR2E3 ag-2	3	0	-1	x	-1	-3	1	-2	0	-3
Granule exo inh	-2	-1	2	-5	-1	3	-3	8	-3	1
iPSC survival up	2.4	-0.3	-1.5	-1.5	-0.9	2.0	3.6	0.8	-0.4	0.5

11: C=CCC[C@@H](Cc1ccc(F)cc1)C(=O)OC[C@@H](Cc1c[nH]c2ccccc12)NC(=O)[C@H](CC=C)CC(=O)N[C@H](CO)Cc1ccccc1
12: CCO[C@H]1OC(C(=O)N2CCN(Cc3ccc4c(c3)OCO4)CC2)=C[C@@H](c2ccc(C(F)(F)F)cc2)[C@@H]1CCCO
13: O=C1CCCC(O)=C1Sc1cc(Cl)c(Cl)cc1Cl
14: O/N=C(\c1ccc(Cl)cc1)c1cc2ccccc2o1
15: CC(C)c1ccc(/C=N/NC(=O)CC(=O)NCc2ccccc2)cc1
16: Clc1ccc(Cl)c2sc(N3CCOCC3)nc12
17: CC(C)c1cccc(-c2ccc3c(c2)S(=O)(=O)c2cccc(C(=O)NCc4ccccc4Cl)c2C3=O)c1
18: CCN(Cc1ccncc1)C(=O)c1ccc(Br)o1
19: Cc1[nH]c2ccccc2c1Cc1nnc(SCC(N)=O)o1
20: COc1ccc(N(C)S(=O)(=O)c2ccc(Cl)c(C(=O)NCC(C)(C)N3CCOCC3)c2)cc1

compound no.	11	12	13	14	15	16	17	18	19	20
Peg3 prom inh	52*	24	0	19	-4	-111	51*	-3	3	-3
CaV13 FRET inh	-10	-10	-5	-8	-7	-6	x	-6	-12	-17
NR2E3 ag-1	-10	-21	-7	-32	-3	-65	-8	-9	-40	-8
PDI inh	18	8	-10	-6	0	6	-9	4	x	-2
Vif inh	7	9	4	7	7	12	-4	-1	24	-2
aDG glyco up	0.9	0.1	-0.1	-0.2	0.5	-0.2	-0.4	-0.2	0.0	0.3
HIF-2a block	-8	6	4	-26	1	-172	0	-1	13	-1
TRPM1 prom inh	49	-2	x	0	9	-3	82*	6	10	10
NR2E3 ag-2	x	2	1	1	1	3	x	-1	-1	4
Granule exo inh	-2	0	-4	-2	-2	-5	19	4	-5	-2
iPSC survival up	-2.1	-2.4	1.2	1.2	-1.7	-1.2	-0.5	-0.6	-1.7	-0.1

# Nos. 11 to 13, reprinted for reference:
11: C=CCC[C@@H](Cc1ccc(F)cc1)C(=O)OC[C@@H](Cc1c[nH]c2ccccc12)NC(=O)[C@H](CC=C)CC(=O)N[C@H](CO)Cc1ccccc1
12: CCO[C@H]1OC(C(=O)N2CCN(Cc3ccc4c(c3)OCO4)CC2)=C[C@@H](c2ccc(C(F)(F)F)cc2)[C@@H]1CCCO
13: O=C1CCCC(O)=C1Sc1cc(Cl)c(Cl)cc1Cl

compound no.	11	12	13
Peg3 prom inh	52*	24	0
CaV13 FRET inh	-10	-10	-5
NR2E3 ag-1	-10	-21	-7
PDI inh	18	8	-10
Vif inh	7	9	4
aDG glyco up	0.9	0.1	-0.1
HIF-2a block	-8	6	4
TRPM1 prom inh	49	-2	x
NR2E3 ag-2	x	2	1
Granule exo inh	-2	0	-4
iPSC survival up	-2.1	-2.4	1.2

# Later entries:
21: COc1ccc(S(=O)(=O)N2CCc3ccccc32)cc1C(=O)Nc1ccc(NC(C)=O)cc1
22: O=C(CNS(=O)(=O)c1ccccc1)N/N=C/c1ccc(O)cc1
23: Cc1ccc(NC(=O)CSc2nc3cc(C(=O)NCC4CCCO4)ccc3c(=O)n2CC2CCCO2)cc1 (configuration not stated)
24: COc1ccc(Cl)cc1C(=O)Nc1ccc(CN2CCCCC2)cc1
25: O=C(OCC(=O)N1CCOCC1)c1ccccc1Cc1ccccc1
26: CC(C)C1=NN(C(=O)c2cccnc2)C(O)(C(F)(F)F)C1 (configuration not stated)
27: Cc1cccc(C)c1NC(=S)NC(=O)c1ccc(Br)o1
28: Cc1ccc2cc([N+](=O)[O-])ccc2n1
29: N#C/C(=C/c1ccccc1)c1nn(CCO)c(N)c1C#N
30: CCOC(=O)c1c(NC(=O)C(C)N2CCN(C(=O)c3ccco3)CC2)sc2c1CCCC2 (configuration not stated)

compound no.	21	22	23	24	25	26	27	28	29	30
Peg3 prom inh	34	15	2	1	-297	7	9	0	-35	22
CaV13 FRET inh	-6	-14	-5	9	-5	-10	-15	-4	-4	-3
NR2E3 ag-1	-27	-3	-2	-6	-94	-15	-41	-13	-3	-11
PDI inh	4	-3	0	1	1	2	13	2	-6	11
Vif inh	42	4	8	-4	-3	10	5	0	x	-32
aDG glyco up	0.4	-0.4	-0.1	0.9	0.3	0.2	-0.1	-0.1	0.0	-0.1
HIF-2a block	19	15	-1	2	-213	15	12	5	-67	0
TRPM1 prom inh	8	6	x	-25	-61	7	16	-6	-8	6
NR2E3 ag-2	x	2	x	-4	2	-1	1	0	3	4
Granule exo inh	-1	2	-6	-1	-1	1	3	3	-3	-4
iPSC survival up	1.7	2.4	0.8	2.7	-0.6	1.8	0.2	0.7	-1.9	-1.6

31: CN(Cc1ccc(F)cc1)C(=O)c1cccc(S(=O)(=O)N2CCN(c3ccc(F)cc3)CC2)c1
32: CCOC(=O)CSc1ncnc2c1cnn2-c1ccc(C)cc1
33: COc1ccc(-c2noc(CCCOc3ccccc3)n2)cc1OC
34: COc1ccc2c(c1[N+](=O)[O-])CCC/C2=N/OC(=O)c1cccc2ccccc12
35: COc1ccc(/C=N/NC(=S)Nc2ccccc2)cc1COc1ccc(F)cc1F
36: CC1CC(=NNC(=O)C2COc3ccccc3O2)CC(C)(C)C1 (configuration not stated)
37: C=C1CCN([C@@H](CC(C)C)C(=O)NCc2cc(OC)c(OC)c(OC)c2)S(=O)(=O)c2ccccc21
38: Cn1c(N)c(C(=O)Nc2cccc(Cl)c2)c(=O)n(C)c1=O
39: O=C(/C=C/c1ccc([N+](=O)[O-])cc1)N1CCN(S(=O)(=O)c2cccs2)CC1
40: O=C1N=c2ccccc2=C1c1sc(=S)n(Cc2ccccc2Cl)c1O

compound no.	31	32	33	34	35	36	37	38	39	40
Peg3 prom inh	23	-45	4	16	-16	0	10	-141	29	83*
CaV13 FRET inh	x	-7	-7	1	-2	-6	-11	-3	10	-3
NR2E3 ag-1	60	-3	-1	-12	-21	-1	-7	-40	-5	1
PDI inh	3	-14	2	-2	-2	6	4	17	0	-5
Vif inh	x	18	3	-1	19	5	-4	-7	-9	12
aDG glyco up	0.8	0.3	0.4	-0.3	0.2	-0.1	0.0	0.0	-0.1	-0.1
HIF-2a block	9	3	-5	9	-12	6	2	-130	18	17
TRPM1 prom inh	19	4	8	-7	-1	3	-5	-51	1	24
NR2E3 ag-2	-2	1	1	0	-4	x	3	-1	2	-3
Granule exo inh	1	-3	0	1	-2	-6	-13	-8	3	0
iPSC survival up	0.6	8.7	-1.9	-0.6	-1.7	-0.2	1.4	-0.5	-0.2	-0.3

41: CN(CC(=O)O/N=C(\N)c1ccccn1)S(=O)(=O)c1ccccc1
42: CC(C)=CCN1CCN(Cc2cnc(C)s2)CC1CCO (configuration not stated)
43: O=c1c2c(nc3c(-c4ccccc4)c[nH]n13)CCCC2
44: COCC(C)N1CCC(Oc2ccc(C(=O)NCc3ccccn3)cc2)CC1 (configuration not stated)
45: CCOC(=O)C1=C(C)Nc2nc(SCC)nn2C1c1ccc(OC)cc1 (configuration not stated)
46: COc1cc(C2=NOC(C(=O)Nc3c(C)n(C)n(-c4ccccc4)c3=O)C2)cc(OC)c1OC (configuration not stated)
47: Cc1noc(C)c1NC(=O)Nc1ccc2c(c1)C(=O)N([C@H](C)CO)C[C@@H](C)[C@@H](CN(C)S(=O)(=O)c1cn(C)cn1)OCCCC[C@H](C)O2
48: CCN1C(=C(C#N)C#N)C=Cc2cc(C)ccc21
49: CC1(C)C=Cc2c(c3ccccc3[nH]c2=O)O1
50: CCOC(=O)N1CCN(C(=O)CNC(=O)c2nn(-c3ccc(OC)cc3OC)c(=O)c3ccccc23)CC1
51: COc1cccc(C(=O)O/N=C(\N)c2ccccn2)c1

compound no.	41	42	43	44	45	46	47	48	49	50	51
Peg3 prom inh	-11	-7	18	4	12	11	5	-8	-7	-82	87*
CaV13 FRET inh	-7	-5	-4	x	-6	-7	-8	-44	1	-4	-19
NR2E3 ag-1	-47	-3	-14	-16	-1	-17	-2	-1	-13	-27	-123
PDI inh	0	-3	2	-8	-6	-5	5	-3	-7	-7	-5
Vif inh	-1	-5	-13	10	-6	0	6	-1	0	-2	0
aDG glyco up	-0.2	-0.3	-0.3	-0.3	0.0	0.0	0.1	0.5	-0.2	0.0	0.1
HIF-2a block	-16	11	6	19	26	0	5	17	7	-74	-66
TRPM1 prom inh	0	-7	2	-9	6	4	x	-2	6	-54	84*
NR2E3 ag-2	-2	2	-1	3	0	0	x	6	2	-1	2
Granule exo inh	0	2	5	-10	0	5	-12	4	-1	-4	11
iPSC survival up	3.0	0.4	10	-0.3	-2.4	0.3	0.5	-0.3	-0.5	-0.4	-0.4

# Record cards (already shown). Values in the order: Peg3 prom inh | CaV13 FRET inh | NR2E3 ag-1 | PDI inh | Vif inh | aDG glyco up | HIF-2a block | TRPM1 prom inh | NR2E3 ag-2 | Granule exo inh | iPSC survival up
# Shown for `CCOC(=O)c1c(NC(=O)C(C)N2CCN(C(=O)c3ccco3)CC2)sc2c1CCCC2` (configuration not stated) → 22 | -3 | -11 | 11 | -32 | -0.1 | 0 | 6 | 4 | -4 | -1.6
# Shown for `CC(C)(C)C(=O)Nc1c2c(nn1-c1ccc(F)cc1)CSC2` → 1 | -13 | -1 | 8 | 0 | 0.9 | 2 | 2 | 0 | -3 | -0.4

# From PubChem BioAssay
